ANO1 activ – activates or potentiates the mouse TMEM16A chloride channel | Q8BHY3 | HEK293 TMEM16A/YFP-H148Q/I152L, iodide quench fluorescence; hits give low values | B-score at 10 µM | 340,000 tested, 0.3% active;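 active means fluorescence-ratio B-score plate-corrected deviation score at least 3 library SD below zero, with starting fluorescence score within 5 deviations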;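 further: channel opened by trigger with iodide after compound preincubation; score built on the fluorescence ratio of max minus min over baseline; more negative score means more quench and so TMEM16A activation or potentiation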
Target sequence (Q8BHY3 whole entry, looked up): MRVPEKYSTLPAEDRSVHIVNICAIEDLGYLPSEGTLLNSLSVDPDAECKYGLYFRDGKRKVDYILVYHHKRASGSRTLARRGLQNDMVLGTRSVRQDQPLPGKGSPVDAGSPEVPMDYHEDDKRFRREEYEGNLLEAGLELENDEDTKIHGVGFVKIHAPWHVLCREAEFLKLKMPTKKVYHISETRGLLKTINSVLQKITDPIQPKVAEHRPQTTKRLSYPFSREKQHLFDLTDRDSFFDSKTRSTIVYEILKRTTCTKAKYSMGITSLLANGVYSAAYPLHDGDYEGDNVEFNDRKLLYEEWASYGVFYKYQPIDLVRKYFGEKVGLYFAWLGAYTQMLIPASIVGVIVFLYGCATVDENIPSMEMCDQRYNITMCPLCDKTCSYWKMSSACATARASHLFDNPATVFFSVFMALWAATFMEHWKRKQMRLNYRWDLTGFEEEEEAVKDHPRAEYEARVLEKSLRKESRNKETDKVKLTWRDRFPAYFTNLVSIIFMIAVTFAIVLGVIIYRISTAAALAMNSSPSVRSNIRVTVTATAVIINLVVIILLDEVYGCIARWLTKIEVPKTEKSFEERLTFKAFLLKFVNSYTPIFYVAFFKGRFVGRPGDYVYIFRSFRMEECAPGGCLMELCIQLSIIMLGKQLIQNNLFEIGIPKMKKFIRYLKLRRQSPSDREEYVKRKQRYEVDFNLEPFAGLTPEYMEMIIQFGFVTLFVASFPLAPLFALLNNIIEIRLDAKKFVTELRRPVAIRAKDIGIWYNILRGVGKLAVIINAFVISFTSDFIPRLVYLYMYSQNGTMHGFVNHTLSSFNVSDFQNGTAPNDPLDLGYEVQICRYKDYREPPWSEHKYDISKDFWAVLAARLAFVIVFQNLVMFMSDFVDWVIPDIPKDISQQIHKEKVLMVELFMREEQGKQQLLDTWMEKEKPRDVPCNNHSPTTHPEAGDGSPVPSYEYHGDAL
Calls only; i = inactive.

Sample of the layout (4 entries):
ANO1 activ | smiles
i | CCCCN1C(=O)c2ccc(C(=O)NC3(C)CCS(=O)(=O)C3)cc2C1=O (centres undefined)
i | O=C(OCC(=O)N1CCCC1)c1ccc(Cl)nc1
i | COc1ccc(S(=O)(=O)N2CCOCC2)cc1NC(=O)Cc1coc2cc(C)ccc12
i | COc1ccc(-n2nnnc2SCC(=O)N(C)C2CCS(=O)(=O)C2)cc1 (centres undefined)

The listing, from the first entry:
ANO1 activ | smiles
i | CCCCN1C(=O)c2ccc(C(=O)NC3(C)CCS(=O)(=O)C3)cc2C1=O (centres undefined)
i | O=C(OCC(=O)N1CCCC1)c1ccc(Cl)nc1
i | COc1ccc(S(=O)(=O)N2CCOCC2)cc1NC(=O)Cc1coc2cc(C)ccc12
i | COc1ccc(-n2nnnc2SCC(=O)N(C)C2CCS(=O)(=O)C2)cc1 (centres undefined)
i | COc1ccc(NC(=O)C2CCCC2)cc1S(=O)(=O)N1CCOCC1
i | CCOc1ccc(NC(=O)CN(C)C(=O)CCNC(=O)c2ccco2)cc1OCC
i | CCOc1ccc(C(=O)NCC(=O)OCc2nnc(-c3ccccc3)o2)cc1OCC
i | Cc1cccc(CNc2ncnc3[nH]ncc23)c1
i | Cc1ccc(CNC(=O)c2cccc3c2C(=O)c2ccc(N4CCCCC4)cc2S3(=O)=O)cc1
i | NC(=O)c1ccsc1NC(=O)CSc1nncs1
i | COc1ccc([C@H]2CC(=O)C=C(c3ccc4cc[nH]c4c3)C2)cc1
i | O=C(Nc1ccccc1)C1CCN(S(=O)(=O)c2cccs2)CC1
i | O=C(OCc1c(-c2ccccc2)ncc2ccccc12)c1ccc(C(F)(F)F)cc1
i | O=C(COC(=O)C1=COCCO1)Nc1ccc(Br)cc1Br
i | CCOc1ccc(NC(=O)CSc2nnc(C3CC3)n2C)cc1S(=O)(=O)N1CCCCC1
i | O=C(COC(=O)Cn1cnc2ccccc21)Nc1ccc(OC(F)F)cc1
i | O=C(Nc1ccccc1Cl)C1CC(=O)N(Cc2ccco2)C1 (centres undefined)
i | Cc1noc(C)c1COc1ccccc1C(=O)Nc1ccc(C(N)=O)cc1
i | CCCNc1ncc2c(=O)[nH][nH]c(=O)c2n1
i | CC1Cc2ccccc2N1S(=O)(=O)c1cccc(C(=O)N2CCCCC2)c1 (centres undefined)
i | O=C(CC1SC(N2CCCCC2)=NC1=O)Nc1ccc(C(=O)O)cc1 (centres undefined)
i | CN(C)c1ccc(/C=C(\C#N)C(=O)OCC(=O)N(C)C2CCS(=O)(=O)C2)cc1 (centres undefined)
i | O=C(CCc1ccccc1)NNC(=O)c1ccncc1
i | O=C(CNC(=O)c1ccccc1)OCC(=O)c1ccc(Cl)s1
i | N#Cc1ccc(C(=O)OCCc2cc3ccccc3c(=O)o2)cc1
i | N#Cc1ccccc1S(=O)(=O)N1CCN(CC(=O)Nc2ccccc2C(=O)NC2CC2)CC1
i | O=C(NNC(=O)c1cncc(Br)c1)c1ccncc1
i | O=C(COC(=O)COc1ccc(Br)cc1)NC1CCCC1
i | O=C(O)c1cc(Cl)ccc1OS(=O)(=O)c1ccc(Cl)s1
i | CC(C)(C)C1N=C(c2ccc3ccccc3c2)OC1=O (centres undefined)

Overlap with the part before: 2 entries, then new ones.
ANO1 activ | smiles
i | O=C(O)c1cc(Cl)ccc1OS(=O)(=O)c1ccc(Cl)s1
i | CC(C)(C)C1N=C(c2ccc3ccccc3c2)OC1=O (centres undefined)
i | C[C@]12C(=O)N(c3cccc(F)c3)C(=O)N1[C@H]1c3ccccc3OC[C@@H]1[C@H]2c1ccccc1
i | COc1ccc(Cl)cc1NC(=O)CN(C)C(=O)c1sc2ccccc2c1Cl
i | COc1ccc(-c2nn(-c3ccccc3)cc2C(=O)N2CCN(C(=O)c3ccco3)CC2)cc1
i | C[C@@H]1CN([C@H](C)CO)C(=O)c2cccc(NS(=O)(=O)c3cccs3)c2O[C@H]1CN(C)Cc1ccccc1
i | CN(C1CCCCC1)S(=O)(=O)c1cn(C)c(=O)n(C)c1=O
i | CCOCCCNC(=S)NCCCNc1nc2c(C)c(C)ccc2cc1C#N
i | O=C(NCc1ccc(F)cc1)C1CCCN1S(=O)(=O)c1ccccc1C(F)(F)F (centres undefined)
i | CN(C)c1ccc(CN(CC2CCCO2)C(=O)c2cc3ccccc3o2)cc1 (centres undefined)
i | Cn1cnc([N+](=O)[O-])c1Sc1nc(N)nc2c1ncn2C1OC(CO)C(O)C1O (centres undefined)
i | O=C(Nc1cccc(S(=O)(=O)N2CCCCC2)c1)C1CC(=O)N(Cc2ccccc2)C1 (centres undefined)
i | C[C@@H]1COC(=O)[C@@H](NC(=O)OCC2c3ccccc3-c3ccccc32)C/C=C\C[C@@H](CC(=O)N(CCO)Cc2ccccc2)C(=O)N1
i | CC1(C)CC2CC(C)(CN2S(=O)(=O)c2cccc(C(N)=O)c2)C1 (centres undefined)
i | COc1ccc(C(=O)NNC(=O)c2ccc(F)c(S(=O)(=O)N3CCOCC3)c2)cc1
i | CC(=O)N(/N=C1\Sc2ccccc2C1=O)c1ccccc1
i | COc1cc2cc(CCCOC(=O)c3ccco3)oc(=O)c2cc1OC
i | O=c1ccc2ccc(O[C@@H]3O[C@H](CO[C@@H]4OC[C@](O)(CO)[C@H]4O)[C@@H](O)[C@H](O)[C@H]3O)cc2o1
i | O=C(Cc1c(F)cccc1Cl)N1CCN(S(=O)(=O)c2cccs2)CC1
i | COc1ccc(N2CCN(C(=O)c3ccc(S(=O)(=O)N4CCCCCC4)cc3)CC2)cc1
i | O=C(c1ccccc1)c1coc(-c2ccccc2)c1
i | CCN1C[C@@H]2[C@@H]3C(=O)N(Cc4ccccc4)C(=O)[C@@H]3[C@](C)(C1=O)N2C(=O)c1ccc(Cl)c(Cl)c1
i | CC(=O)N1CCN(C(=O)COC(=O)COc2c(C)cc(C)cc2C)CC1
i | CCCCC1CCC(C(=O)N(C)CC(=O)Nc2cccc(OC)c2)CC1 (centres undefined)
i | O=C(NCC(=O)N1CCCCCCC1)c1ccccc1Cl
i | NC(=O)c1ccccc1NC(=O)c1cc(S(=O)(=O)N2CCCCC2)ccc1N1CCOCC1
i | CC(=O)N(C(C)=O)c1cccc(N(Cc2ccccc2)Cc2ccccc2)c1
i | CCn1c(=O)n(C)c2c(=O)n(C)c(=O)n(C)c21
i | COc1ccc(C)cc1-n1nnnc1SCC(=O)NC1CCCC1
i | Cc1ccc(S(=O)(=O)N2CCN(C(=O)/C=C/c3ccccc3)CC2)cc1C
i | CC1CN(S(=O)(=O)c2ccc(C(=O)NC3CCCCC3)cc2)CC(C)O1 (centres undefined)
i | CCOC(=O)[C@@H]1[C@H]2COc3cc(OC)ccc3[C@H]2N2C(=O)N(c3ccccc3)C(=O)[C@]12C
i | COc1ccc(F)cc1C(=O)COC(=O)c1n[nH]c(=O)c2ccccc12
i | O=C(CN1C(=O)C(=O)N(C2CCCC2)C1=O)Nc1ccccc1OC(F)F
i | COc1ccc(CCC2(C)NC(=O)N(C(C)C(=O)N3c4ccccc4CC3C)C2=O)cc1 (centres undefined)
i | Cn1cnc([N+](=O)[O-])c1S(=O)(=O)Oc1ccccc1
i | Cn1nc(C(=O)OCC(=O)Nc2ccccc2[N+](=O)[O-])c2ccccc2c1=O
i | O=C(CN1C(=O)NC2(CCc3ccccc32)C1=O)NCc1ccc(Cl)cc1 (centres undefined)
i | Cc1ccc(C(=O)OCC(=O)NCc2cccs2)s1
i | O=C(COC(=O)c1ccc(F)cc1F)Nc1cc(S(=O)(=O)N2CCOCC2)ccc1Cl
i | C=CC[C@@H](CC(=O)N(CCO)Cc1ccccc1)C(=O)N[C@@H](C)COC(=O)[C@@H](CC=C)CC(=O)OC(C)(C)C
i | O=C(COC(=O)/C=C/c1ccc(OC(F)F)cc1)NC1CCCC1
i | Nc1ccc2c(c1)C(=NO)c1ccccc1-2
i | CSc1nnnc2ccccc12
i | C[C@@]12C(=O)N(CC3CCCO3)CC(=O)N1[C@H]1c3ccccc3OC[C@@H]1[C@@H]2c1ccccc1 (some centres undefined)
i | CCCCN1CC(=O)N2[C@H]3c4cc(C)ccc4OC[C@@H]3[C@H](c3ccccc3)[C@]2(C)C1=O
i | O=C(CSc1n[nH]c(=O)n1C1CC1)Nc1ccc(OC(F)(F)F)cc1
i | O=C(CSc1nnc(NC2CC2)s1)c1ccc[nH]1
i | COc1cc(C(=C(CC(=O)O)C(=O)O)c2ccc3c(c2)OCO3)cc(OC)c1OC
i | O=C(CCCOc1ccc(Br)cc1)Nc1nnc(C2CC2)s1
i | COc1ccc(C(=O)NNC(=O)c2ccc3ccccc3c2)cc1
i | Cc1cc(C)cc(NC(=O)C(c2ccccc2)N2CCN(CC(=O)N3CCCC3)CC2)c1 (centres undefined)
i | O=C(NN=Cc1ccc2c(c1)OCO2)c1ccccc1
i | CC1CCCCC1NC(=O)c1cc(S(=O)(=O)N2CCCCC2)ccc1N1CCOCC1 (centres undefined)
i | COc1ccccc1NS(=O)(=O)c1cc(C(=O)NC2CC(C)(C)NC(C)(C)C2)ccc1Cl
i | O=C(CSc1cccc[n+]1[O-])NC1CCCCC1
i | CCCCN(C(=O)c1sc2nc3n(c(=O)c2c1C)CCC3)c1c(N)n(CC(C)C)c(=O)[nH]c1=O
i | CCN(CC(=O)Nc1ccccc1OC)C(=O)CC1CC2CCC1C2 (centres undefined)
i | O=C(Nc1cccc(-n2cnnn2)c1)c1ccc(C(F)(F)F)cc1
i | C[C@@H]1CN([C@H](C)CO)C(=O)c2cccc(NS(=O)(=O)c3ccccc3)c2O[C@H]1CN(C)C
i | Cc1cnc(C(=O)OCC(=O)Nc2cccc(S(=O)(=O)N3CCOCC3)c2)cn1
i | Cn1c(=O)c2[nH]c(Cc3cccc4ccccc34)nc2n(C)c1=O

New compounds follow
ANO1 activ | smiles
i | CCOc1ccc(NC(=O)CN(C)C(=O)c2ccccc2OCc2cccc(C)c2)cc1OCC
i | CN1CCC(N(C)C(=O)c2ccc(Cl)c(S(=O)(=O)Nc3cc(Cl)ccc3Cl)c2)CC1
i | CC(NC(=O)COC(=O)c1ccc[nH]c1=O)c1ccccc1 (centres undefined)
i | Cc1cc(NC(=O)COC(=O)[C@H](Cc2ccccc2)NC(=O)c2ccco2)no1
i | Cc1c(C(=O)O)[nH]c2ccc([N+](=O)[O-])cc12
i | Nc1c(Br)cc2c([nH]c(=O)c3ccccc32)c1Br
i | CC(C)Oc1ccc(S(=O)(=O)N2CCOCC2)cc1NC(=O)C1COc2ccccc2O1 (centres undefined)
i | COc1ccc(-n2cnc(=S)[nH]c2=S)cc1
i | CC(=O)Nc1ccc(C(=O)COC(=O)C2CC2)c(F)c1
i | CC12CC(=O)C3C(CCC4=CC(=O)CCC43C)C1CC=C2CC(=O)O (centres undefined)
i | Cc1nn(-c2ccccc2)c(C)c1C(=O)OC(C)C(=O)NC1CCCCC1 (centres undefined)
i | O=C(CN1C(=O)NC2(CCc3ccccc32)C1=O)Nc1c(Cl)cccc1Cl (centres undefined)
i | CCOc1cc(C)nc(N2CCC(C(=O)NC3CC3)CC2)n1
i | O=C(COC(=O)c1ccc([N+](=O)[O-])o1)NCc1ccc2c(c1)OCO2
i | O=C(COC(=O)CNC(=O)c1ccccc1)NCCNC(=O)COC(=O)CNC(=O)c1ccccc1
i | COc1ccccc1CNC(=O)CN1C(=O)NC2(CCOc3ccccc32)C1=O (centres undefined)
i | O=C(CNc1ccccc1Cl)Nc1cc(S(=O)(=O)N2CCOCC2)ccc1Cl
i | CC1(C)C2CCC1(C)C(SC(=N)N)C2 (centres undefined)
i | COc1ccc(C(C)=O)cc1CC(=O)Nc1cccc(S(=O)(=O)N2CCOCC2)c1
i | Cc1ccc(S(=O)(=O)N2CCN(C)CC2c2ccccc2)cc1 (centres undefined)
i | O=C(/C=C/c1ccc(F)cc1)Nc1cccc(S(=O)(=O)N2CCOCC2)c1
i | COc1ccc2sc(-c3ccccc3OC)c(-c3ccc(OC)nc3)c2c1
i | O=C1CC/C=C\C[C@@H](CC(=O)N(CCO)Cc2ccccc2)C(=O)N2CCC[C@H]2CO1
i | O=C(Nc1cc(S(=O)(=O)Nc2ccccc2Cl)ccc1O)c1ccc(F)cc1F
i | O=C(C1CCN(CCc2ccccc2)CC1)N1CCOCC1
i | COc1ccc(C(=O)OCC(=O)Nc2c(C)n(C)n(-c3ccccc3)c2=O)cc1OC
i | CC(C)n1ncc2c(C(=O)Nc3cccc(S(=O)(=O)N(C)C)c3)cc(C3CC3)nc21
i | CN1CCN(S(=O)(=O)c2ccc(N3CCN(c4ccccc4Cl)CC3)nc2)CC1
i | CN(CC(=O)Nc1sccc1C(N)=O)S(=O)(=O)c1ccc(Cl)cc1
i | CCN1C(=O)c2cccc3c(S(=O)(=O)N(C(C)=O)c4ccc(OC(C)=O)cc4)ccc1c23

Retrieved by compound from the entries so far (4):
ANO1 activ | smiles
i | CN(CC(=O)Nc1sccc1C(N)=O)S(=O)(=O)c1ccc(Cl)cc1
i | O=C(/C=C/c1ccc(F)cc1)Nc1cccc(S(=O)(=O)N2CCOCC2)c1
i | O=C(CNc1ccccc1Cl)Nc1cc(S(=O)(=O)N2CCOCC2)ccc1Cl
i | O=C(COC(=O)c1ccc([N+](=O)[O-])o1)NCc1ccc2c(c1)OCO2

Further records
ANO1 activ | smiles
i | COc1cc(-c2nccc3cc4c(cc23)OCO4)cc(OC)c1OC
i | C=CC[C@@H](CC(=O)N[C@@H](CO)Cc1ccccc1)C(=O)NC[C@@H](OC(=O)[C@@H](CC=C)CC(=O)OC(C)(C)C)c1ccccc1
i | CCC(=O)N1CCc2cc(Br)c(S(=O)(=O)NCCN3CCCCC3CC)cc21 (centres undefined)
i | CCOc1ccc(NC(=O)c2cccc(S(=O)(=O)Nc3c(C)n(C)n(-c4ccccc4)c3=O)c2)cc1
i | O=C(COC(=O)c1ccc(F)cc1Cl)NCc1ccco1

Nothing new here: entries from further up.
ANO1 activ | smiles
i | CCOc1ccc(NC(=O)c2cccc(S(=O)(=O)Nc3c(C)n(C)n(-c4ccccc4)c3=O)c2)cc1
i | O=C(COC(=O)c1ccc(F)cc1Cl)NCc1ccco1

An excerpt; rates above refer to the full screens.
